# Screening data (PubChem)
# E-sel inducer: E-selectin induction in HUVECs, primary screen, imaging, HUVEC, immunofluorescence imaging, single point. P16581. normalized: neutral wells 0, TNF-alpha wells 100. activation, % at 7.58 µM. hit rate 0.37% among 260,000. AID 686992, 2013;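 active = mean E-selectin-positive cell signal at least 10% of the positive control, reached in at least 60% of replicates, without over 20% cell loss; inconclusive = no rule given, readout overlaps actives, possibly toxicity-flagged; inactive = the rest, including those meeting only one limit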;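 also: in these data hits start at about 27%; measured in HUVEC primary endothelial cells; signal is the percent of cells scored E-selectin positive by PE staining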
#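 System: HUVEC, human umbilical vein endothelial cells; quantity: 3,000 cells/well; buffer or medium: EGM-2 medium, gelatin-coated wells; dosing: single-point compound dose; detection: immunofluorescence imaging; evaluation: % PE-positive cells; benchmarks: TNF-alpha, DMSO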
# miR-122 sensor: miR-122 Renilla sensor signal increase in Huh7, primary screen, miR-122 inhibitor project, cell-based, single point, plate reader | Huh7 miR-122 Renilla luciferase sensor, 48 h; neutral wells = 0, positive control = 100 | hit rate 0.3% among 340,000 | activation (reporter increase), % at 12.5 µM;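 active = mean replicate activation score at least 90 and every replicate individually at or above 90; inconclusive = only one of the two criteria met; inactive = neither criterion met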;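 also: higher luciferase means less miR-122 activity so hits act as miR-122 inhibitors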
# RAD52 inh: RAD52 DNA annealing inhibitors, primary screen, biochemical, FRET, single point, set 2 | inhibition, % at 18.7 µM | recombinant RAD52 DNA annealing, FRET fluorescence | hit rate 0.46% among 360,000;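 active = every replicate showing at least 50% inhibition; inconclusive = mean inhibition at least 50% but not in every replicate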
# PGC1a acetyl inh: inhibitors of PGC1a acetylation signal, primary screen, cell-based, U2OS, AlphaScreen, inhibitor mode. hit rate 0.17% among 350,000. inhibition, % at 15.6 µM. AlphaScreen anti-acetyl-lysine; with virally co-expressed GCN5 acetyltransferase;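 active = every replicate shows inhibition of at least 40%; inconclusive = mean inhibition at least 40% but some replicate below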;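 also: 0% = neutral control wells and 100% = positive control wells; some results beyond the cut were filed as inactive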
# PglD DTNB: C. jejuni PglD acetyltransferase inhibitors, primary screen, biochemical, DTNB colorimetric, single point | purified PglD enzyme, DTNB colorimetric CoA detection | inhibition, % at 12.5 µM | hit rate 0.098% among 360,000; in the data active = inhibition above about 16%, passing the limit was not always enough; inconclusive = no clear call, values can overlap the other calls; also: strong numbers were not always called active
# Cneo AK release: Cryptococcus neoformans cell lysis inducers, primary screen, AK release luminescence, single concentration; lysis activity, % at 15 µM; C. neoformans lysis, adenylate kinase release luminescence, 4 h; normalised: neutral wells 0, clomiphene wells 100; hit rate 0.2% among 360,000;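 active = mean lysis activity across replicates of at least 80%, whatever share of replicates individually reach that level; inactive = mean lysis activity below 80%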
#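 Assay system: C. neoformans cells. Amount: yeast cell density of 5 × 10^6 cells/mL. Technique: AK luminescence. Buffer or medium: YPD. Times: static 4 h at 37 °C with compound, 1 h detection. Dosing: single-point compound dose. Read-out: lysis from increased AK signal.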
# RAD54 branch: inhibitors of human RAD54 branch migration, primary screen, biochemical, fluorescence, single point | RAD54 Holliday junction branch migration, FAM/BHQ fluorescence | inhibition, % at 10.4 µM | hit rate 0.14% among 360,000;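 active = mean normalized replicate activity at least 40 and at least half of replicates scoring 40 or more; inconclusive = only one of the two criteria met; inactive = mean below 40 and under half of replicates reaching 40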;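 also: 0% = median of neutral control wells and 100% = median of positive control wells; inhibitors cause a drop in the FAM fluorescence signal; in these data hits start at about 50%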
# Target sequence (Q92698 whole entry, looked up): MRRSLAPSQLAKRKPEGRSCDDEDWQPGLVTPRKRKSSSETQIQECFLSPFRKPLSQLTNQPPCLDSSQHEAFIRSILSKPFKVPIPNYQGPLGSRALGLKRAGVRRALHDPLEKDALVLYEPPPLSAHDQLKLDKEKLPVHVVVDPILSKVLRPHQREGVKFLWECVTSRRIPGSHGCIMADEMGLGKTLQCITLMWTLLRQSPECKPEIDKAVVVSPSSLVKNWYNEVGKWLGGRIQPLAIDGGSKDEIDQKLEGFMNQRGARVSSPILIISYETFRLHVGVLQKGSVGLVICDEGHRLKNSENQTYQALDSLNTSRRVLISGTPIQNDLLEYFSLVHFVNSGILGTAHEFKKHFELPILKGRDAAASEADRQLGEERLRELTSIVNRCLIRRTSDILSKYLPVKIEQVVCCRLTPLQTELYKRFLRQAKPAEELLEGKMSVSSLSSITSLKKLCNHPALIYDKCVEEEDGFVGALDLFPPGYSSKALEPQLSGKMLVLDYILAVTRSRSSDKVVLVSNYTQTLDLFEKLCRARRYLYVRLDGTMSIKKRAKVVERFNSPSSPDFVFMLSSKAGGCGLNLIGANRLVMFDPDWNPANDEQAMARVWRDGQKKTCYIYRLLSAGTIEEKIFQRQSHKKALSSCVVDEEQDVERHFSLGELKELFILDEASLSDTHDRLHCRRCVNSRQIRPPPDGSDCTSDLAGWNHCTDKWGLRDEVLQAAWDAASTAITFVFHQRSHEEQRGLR
# ERAP1 HTS inh: human ERAP1 aminopeptidase inhibitors, primary screen, biochemical, single point, plate reader. Endoplasmic reticulum aminopeptidase 1 (Homo sapiens), Q9NZ08. recombinant ERAP1, Leu-AMC fluorescence, 60 min. inhibition, % at 10.7 µM. hit rate 0.15% among 340,000. AID 652197, 2013;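 active = mean replicate inhibition of at least 30%, or all replicates individually reaching that 30% level; inactive = mean below 30% and not every replicate reaching it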;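 also: 0% = neutral control wells and 100% = L-leucinethiol positive control wells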
# The depositor's hits bear a star; i = inactive; ? = inconclusive; nt = no result given; & = joins results of further samples; [ ] = remark or other dose. Hits appear at their usual frequency; about 1.4% have a hit in one of these screens.
SMILES,E-sel inducer,miR-122 sensor,RAD52 inh,PGC1a acetyl inh,PglD DTNB,Cneo AK release,RAD54 branch,ERAP1 HTS inh
CC(C)NC(=O)N(C)C[C@H]1Oc2c(NC(=O)c3ccc(-c4nccs4)cc3)cccc2C(=O)N([C@@H](C)CO)C[C@@H]1C,-2.9,6[16.7 µM],-1,-10,-4,-4,2,0
Cc1nc(C(=O)NCC(=O)c2ccc(Cl)cc2)c(C(F)(F)F)o1,nt,-6,-6,nt,6,5,-7,-3
Cc1ccc(S(=O)(=O)Nc2ccc3c(c2)C(=O)N([C@@H](C)CO)C[C@@H](C)[C@H](CN(C)Cc2ccccc2)OCCCC[C@@H](C)O3)cc1,nt,-7[16.7 µM],nt,-8,1,2,12,nt
CC(=O)OC1CCC2(C)C(CCC3C2CC(=NO)C2(C)C(C(C)OC(C)=O)CCC32)C1 (stereo not given),-0.1,11,7,nt,nt,nt,nt,0
Fc1ccc(-[n+]2nc(Nc3ccccc3)sc2-c2c(Cl)cccc2Cl)cc1,nt,2,3,-2,-1,5,2,3
CC(C)CC#Cc1cnc2c(c1)C(=O)N([C@H](C)CO)C[C@H](C)[C@@H](CN(C)S(=O)(=O)c1cccs1)O2,0.6,22[16.7 µM],12,-4,-2,1,8,0
CCN(CC(=O)Nc1ccc2c(c1)OCCO2)C(=O)CN1C(=O)NC(C)(c2ccc(C)cc2)C1=O (stereo not given),nt,7,2,6,-3,-3,-7,6
CC(C)C(c1nnnn1Cc1ccc2c(c1)OCO2)N1CCN(C)CC1 (stereo not given),nt,-2,nt,-6,4,-1,-15,nt
COc1ccc(Br)cc1CN(C)C(=O)c1ccc2c(c1)NC(=O)C(C)S2 (stereo not given),1.1,nt,9,-2,nt,nt,nt,1
COc1ccc(Cl)cc1C(=O)Nn1c(C)nc2ccccc2c1=O,nt,nt,nt,1,-3,0,-2,nt
C[C@@H]1CCCCO[C@H](CN(C)S(=O)(=O)c2cccs2)[C@H](C)CN([C@@H](C)CO)C(=O)c2cc(NC(=O)Cc3ccccc3)ccc2O1,-0.3,1[16.7 µM],nt,-14,-2,-1,4,nt
Cc1cc(C)c2nc(N3CCCN(C(=O)c4ccco4)CC3)c(C#N)cc2c1,nt,-11,nt,-3,-5,-4,-4,nt
Cc1ccc(S(=O)(=O)NCC[C@@H]2CC[C@H](NC(=O)c3ccccn3)[C@@H](CO)O2)cc1,-0.4,nt,-4,15,2,-4,1,0
C[C@@H]1CN([C@@H](C)CO)C(=O)c2cc(NC(=O)Nc3ccc(F)cc3)ccc2O[C@@H]1CN(C)Cc1ccc(-c2ccccc2)cc1,?,-3[16.7 µM],47,-9,2,1,6,1
O=C(CCl)NN=C(c1ccccc1)c1ccccc1,nt,-1,-17,2,0,-5,0,1
Cc1cc(=O)[nH]c(N2CCCNCC2)n1,nt,nt,-3,nt,1,-1,-48,1
C/C(=N\NC(=O)Cn1c(C)nc2ccccc21)c1cccs1,nt,-1,nt,4,1,-3,2,nt
CCOC(=O)N1CCN(CCC(=O)Nc2ccccc2)CC1,nt,nt,-7,nt,4,-2,3,1
O=C(CCC(=O)c1ccccc1)Nc1cccnc1,nt,-6,nt,4,-3,-1,4,nt
CCOc1cc(N2CCOCC2)c(OCC)cc1NC(=O)CN1C(=O)NC(CC)(c2ccc(F)cc2)C1=O (stereo not given),0.1,-9,0,0,1,0,-4,3
CC1CCN(C(=O)CSc2nc3c(cnn3-c3ccccc3)c(=O)[nH]2)CC1,0.0,2,-19,7,2,0,1,-2
COc1ccc(S(=O)(=O)Cc2ccc(C(=O)NCc3ccccn3)o2)cc1,-0.1,nt,-23,nt,5,-6,-6,-1
OCCc1ccc(-c2ccc(Cl)cc2)o1,nt,-1,nt,3,0,-3,-5,nt
O=C(CN1CCOCC1)Nc1c(Cl)cc(Cl)cc1Cl,6.1,-7,-12,nt,nt,nt,nt,-3
CCCCC(=O)Nc1c2c(nn1-c1cccc(C)c1C)CS(=O)(=O)C2,-0.3,-5,-8,-8,7,-2,-3,1
Cc1cc(CNC(=O)COC(=O)C2CC3CCCC(C2)C3=O)cc(C)c1O (stereo not given),-0.3,-6,-10,1,0,-1,15,0
CCc1cccc(C)c1NC(=S)NCC1CCN(c2ccc(OC)cc2)C1 (stereo not given),nt,25,-13,6,3,3,8,-5
FC(F)Sc1ccc(NC(=S)NCc2ccccc2)cc1,nt,26,-13,2,-2,17,-1,0
Cc1cc(N/C=C\C(=O)c2ccc(Cl)c(Cl)c2)no1,nt,-2,nt,7,-5,5,1,nt
CCC(=O)N1CC2(C1)[C@@H](c1ccccc1)[C@@H](CO)N2CC1CC1,0.8,nt,10,6,nt,nt,nt,2
O=S(=O)(c1ccccc1)c1cnn(-c2ccccc2)c1-c1ccc(F)cc1,nt,18,nt,-21,-12,3,0,nt
CO[C@@H]1CN(C)C(=O)c2cc(NC(=O)c3ccccc3)ccc2OC[C@H](C)N(CC2CC2)C[C@@H]1C,0.6,15[16.7 µM],nt,0,5,-3,0,nt
COc1ccc(OCC(=O)NS(=O)(=O)c2ccccc2)cc1,3.6,0,2,20,nt,nt,nt,1
Cc1ccc(NC(=S)NNC(=S)NNc2ccccc2)cc1C,nt,-1,-12,-9,-5,0,16,4
Cc1ccccc1S(=O)(=O)Oc1ccccc1C(=O)Oc1ccccc1,nt,0,nt,-7,8,-3,-14,nt
Nc1nnc2cc(Br)ccc2n1,0.2,2,-50,-1,-3,5,3,1
Cc1onc(-c2ccccc2Cl)c1C(=O)NCCCN1CCOCC1,nt,-5,nt,6,4,4,-6,nt
Cc1cccc(N2CCN(C(=O)c3cccc(N4CCCC4=O)c3)CC2)c1C,nt,11,-2,-19,0,2,6,3
Cc1oc(-c2ccc(F)cc2)nc1CN(Cc1ccccn1)CC1CCCO1 (stereo not given),nt,-2,-47,-2,-1,3,-14,0
C[C@@H]1CCCCO[C@H](CN(C)Cc2ccncc2)[C@H](C)CN([C@H](C)CO)C(=O)c2cc(NC(=O)c3ccncc3)ccc2O1,-0.3,-1[16.7 µM],-6,4,3,0,0,-1

# Of the compounds above, these contain bromine:
SMILES,E-sel inducer,miR-122 sensor,RAD52 inh,PGC1a acetyl inh,PglD DTNB,Cneo AK release,RAD54 branch,ERAP1 HTS inh
COc1ccc(Br)cc1CN(C)C(=O)c1ccc2c(c1)NC(=O)C(C)S2 (stereo not given),1.1,nt,9,-2,nt,nt,nt,1
Nc1nnc2cc(Br)ccc2n1,0.2,2,-50,-1,-3,5,3,1

# Next part
SMILES,E-sel inducer,miR-122 sensor,RAD52 inh,PGC1a acetyl inh,PglD DTNB,Cneo AK release,RAD54 branch,ERAP1 HTS inh
CS(=O)(=O)c1ccc2nc(NC(=O)CN3CCC(Cc4ccccc4)CC3)sc2c1,21,nt,-13,0,-2,-1,-4,-1
Cc1occc1C(=O)Nc1ccc(S(=O)(=O)N2CCN(C)CC2)cc1,nt,0,nt,6,7,-3,1,nt
COc1ccc(/C=N/N2CCN(c3ccc(Cl)cc3)CC2)cc1O,nt,nt,-10,nt,6,-2,14,-3
O=C(C[C@H]1C[C@H]2c3cc(NS(=O)(=O)c4ccc(F)cc4)ccc3O[C@H]2[C@H](CO)O1)NCc1cccc(F)c1,-0.9,3[16.7 µM],4,-4,0,54,7,3
COCC(=O)NC[C@H]1[C@@H](c2ccccc2)[C@H](CO)N1C(C)=O,0.0,-7[16.7 µM],-7,-3,-2,9,1,1
Nc1nonc1-n1nnc(C(=O)N/N=C/c2ccoc2)c1CSc1ccccc1,nt,0,nt,0,-8,-1,3,nt
CO[C@@H]1CN(C)C(=O)c2ccc(NC(C)=O)cc2OC[C@H](C)N(S(=O)(=O)c2cn(C)cn2)C[C@H]1C,-0.1,nt,0,-3,1,4,-5,0
COCCc1ncc(CN2CCC(C(=O)Nc3cccc(-c4cscn4)c3)CC2)cn1,nt,-3,-9,4,3,13,-2,1
C[C@H]1CN([C@@H](C)CO)C(=O)c2cc(NC(=O)Cn3cnnn3)ccc2O[C@@H]1CN(C)Cc1ccncc1,-1.3,14[16.7 µM],3,5,3,-2,3,0
CCOC(=O)/C(=N/Nc1ccc(OC)cc1)N1CCCc2ccccc21,nt,1,-24,3,-1,-1,-11,nt
O=C(N/N=C\c1ccoc1)c1ccco1,nt,-9,-32,-22,-3,1,-3,-2
O=[N+]([O-])c1cccc(C(=Nc2ccccc2)NO)c1,nt,3,nt,nt,0,-1,5,nt
CCOC(=O)c1cnn(-c2cc(C)nc3c(-c4ccccc4)cnn23)c1N,nt,-4,nt,-3,i,1,2,nt
O=C(CSc1ccccn1)Nc1cccc(NC(=O)CSc2ccccn2)n1,nt,nt,-18,2,0,1,-1,-1
Cc1ccc([C@@H]2C[C@H]3[C@@H](CN2S(=O)(=O)c2ccc(Cl)cc2)C(=O)C[C@@H](c2cccc(Cl)c2)N3S(=O)(=O)c2ccc(C)cc2)cc1,0.6,-7,1,8,-119,7,2,5
Cc1ccc(S(=O)(=O)NCC(=O)N(CC(=O)NCc2ccco2)Cc2ccc(F)cc2)cc1,nt,-6,-3,-1,4,-1,9,5
C[C@@H]1CN([C@H](C)CO)C(=O)c2cccc(NC(=O)C3CCOCC3)c2O[C@H]1CN(C)Cc1ccc(C(=O)O)cc1,0.0,2[16.7 µM],3,-8,-4,1,1,1
O=C(C[C@H]1CC[C@@H]2[C@H](COC[C@H](O)CN2Cc2cccc(F)c2)O1)NCc1cccc(F)c1,-0.1&0.0,9[16.7 µM],10&-16,-2,1,-2,-6,-1
C[C@@H](CN1C(=O)C(=O)NC[C@@H]1C)NC(=O)CC12CC3CC(CC(C3)C1)C2,0.9,0,-9,0,1,5,1,nt
O=C(COc1ccc(S(=O)(=O)NCc2ccccc2)cc1Cl)NCc1ccccn1,nt,44,-8,-5,nt,nt,nt,-2
Cc1ccc(NC(=O)COC(=O)C2CC2(Cl)Cl)cc1C (stereo not given),0.7,-5,-10,nt,-5,-1,-4,-3
O=C(CC1CC1)N1CC[C@@H]2[C@H]1c1cc(-c3ccc(F)cc3)ccc1N[C@@H]2CO,0.1,-2[16.7 µM],nt,-7,0,0,-3,nt
Cc1cnc(C(=O)OCC(=O)NCc2ccc(Cl)cc2)cn1,0.0,-2,-18,3,-3,1,-5,4
O=C(c1cc(COc2c(F)cccc2F)on1)N1CC[C@@H]2CCCC[C@H]2C1,0.0,-17,-4,nt,-3,0,2,0
COc1cc(NC(=O)c2cc(C)on2)cc(C(=O)Nc2cccc(C(F)(F)F)c2)c1,0.4&0.4,2,-19&-26,nt,4&-2,2&-3,-5&10,-3&3
C[C@H]1CN([C@@H](C)CO)S(=O)(=O)c2ccc(C#CC3CCCC3)cc2O[C@@H]1CN(C)C(=O)Cc1ccncc1,-0.9,-2[16.7 µM],-10,-8,-2,1,-7,-1
O=S(=O)(c1cccc(C(F)(F)F)c1)N1CCN(c2ccccc2)CC1,nt,nt,nt,-4,8,0,8,nt
O=C(Nc1cccc(OC(F)(F)F)c1)c1ccc(-c2cccnc2)c2ccoc12,0.4,-8,-15,-59,-3,0,8,14
